Neddylation inh: inhibitors of cullin neddylation, primary screen, biochemical, TR-FRET, uHTS, NAE and Ubc12; calls only at 25 µM; 0.58% of 360,000 active; AID 651699, 2012; in the data active = inhibition above about 36%
NadD inh: inhibitors of S. aureus NadD, primary screen, biochemical, colorimetric, uHTS | purified NadD enzyme, colorimetric absorbance read-out | inhibition, % at 20 µM | Nicotinate-nucleotide adenylyltransferase NadD (Staphylococcus aureus N315) | 0.78% of 360,000 active; in the data active = inhibition above about 26%; also: some compounds past the cut are filed as inactive
CendR NRP1 mod: modulators of CendR peptide binding to NRP-1, primary screen, biochemical, fluorescence polarization, uHTS; Neuropilin-1 (Homo sapiens), O14786; FAM-RPARPAR peptide binding to NRP-1; inhibition, % at 25 µM; 0.85% of 360,000 active; AID 602438, 2012;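 active = inhibition or corrected inhibition above about 18%, plus a signal ratio from 0.5 to 1.5, limit read from the data, passing the limit was not always enough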; also: strong numbers were not always called active
SUMO1-SIM PPI: modulators of SUMO1 protein-protein interactions, primary screen, biochemical, uHTS | Small ubiquitin-related modifier 1 (Homo sapiens), P63165 | SUMO1 binding to a labelled peptide, TR-FRET, 1 h | inhibition, % at 20 µM | 0.33% of 360,000 active | AID 602429, 2012; in the data active = inhibition above about 37%
LMPTP block: LMPTP phosphatase inhibitors, primary screen, biochemical, fluorescence intensity, uHTS; recombinant LMPTP-A, OMFP fluorogenic substrate; Low molecular weight phosphotyrosine protein phosphatase (Homo sapiens), P24666; 0.22% of 360,000 active; AID 651560, 2012; inhibition, % at 20 µM;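 active = compounds that cut the enzyme signal by at least half of the control window in the single-dose screen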;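 also: plate controls were DMSO wells with enzyme plus substrate for no effect and substrate without enzyme for full effect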
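Test system – LMPTP-A enzyme · Amount – LMPTP-A at 0.625 nM final in the reaction · Buffer or medium – Bis-Tris pH 6.0, DTT, detergent · Reagent – OMFP 400 µM · Doses – single 20 µM dose · Schedule – reaction 50 min, room temperature, dark · Detection – fluorescence intensity of OMFP turnover product · Evaluation – percent inhibition versus substrate-only and uninhibited controls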
Scp-1 inhibitor: Scp-1 phosphatase inhibitors, primary screen, biochemical, colorimetric, uHTS. Carboxy-terminal domain RNA polymerase II polypeptide A small phosphatase 1 (Homo …. Recombinant Scp1, phosphopeptide, malachite green phosphate absorbance. inhibition, % at 20 µM. 0.88% of 340,000 active;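 active = inhibition above about 50% at 20 µM, limit read from the data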;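 also: plate controls were DMSO wells with enzyme for no effect and wells lacking enzyme for full effect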
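Incubation: 45 min enzyme reaction at room temperature / System: truncated SCP-1 phosphatase (76-261aa) / Reagent: Phospho 17-mer peptide substrate / Buffer or medium: Acidic Tris acetate buffer with magnesium and detergent / Signal: absorbance at 630 nm / Doses: one concentration, 20 µM, with 1.0% DMSO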
SKN-1 block: suppressors of acrylamide-induced Pgst-4::GFP reporter in worms, primary screen, SKN-1 inhibitor project, whole organism, uHTS, GFP/RFP fluorescence ratio, strain VP596. inhibition, % at 21.8 µM. 0.49% of 360,000 active. C. elegans VP596 Pgst-4::GFP/RFP ratio, 24 h;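 active = interference check ratio from 0.5 to 1.5 plus GFP to RFP signal ratio inhibition reaching or exceeding a fixed threshold, cut at about 30% in these data, passing the limit was not always enough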; also: some compounds called inactive have numbers as strong as hits
Tb MetRS inh: T. brucei MetRS inhibitors, primary screen, biochemical, luminescence. AID 624268, 2012. 0.4% of 360,000 active. inhibition, % at 11.9 µM. purified T. brucei MetRS, ATP depletion, Kinase-Glo luminescence;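 active = inhibition above a per-plate cutoff of the control wells' mean inhibition plus 3 SD, cut at about 5.5% in these data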;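 also: 0% = DMSO wells median and 100% = median of wells with control inhibitor compound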
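Material: T. brucei methionyl-tRNA synthetase, purified; reagent: substrates ATP, L-methionine and bulk Escherichia coli tRNA; dosing: 11.9 µM single point; timing: 15 min plus 2 h at 25 °C; detection: luminescence of leftover ATP; evaluation: % inhibition; control set: DMSO-only wells as low control; replicates: singlicate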
STEP inh: STEP phosphatase inhibitors, primary screen, biochemical, fluorescence intensity, uHTS; Tyrosine-protein phosphatase non-receptor type 5 (Homo sapiens), P54829; inhibition, % at 20 µM; 0.25% of 360,000 active; recombinant STEP, OMFP fluorogenic substrate;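 active = inhibition at 20 µM, scaled per plate between control wells, above about 37%, limit read from the data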;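 also: 0% = DMSO with enzyme and substrate and 100% = substrate only without enzyme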
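System: STEP (striatal-enriched tyrosine phosphatase) enzyme, cell-free; medium: Bis-Tris pH 6.0 buffer with DTT, detergent; dosing: 20 µM, 1% DMSO; times: reaction 20 min, ambient temperature; detection: fluorescence, 480/540 nm; read-out basis: normalized % inhibition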
DNMT1 block: human DNMT1 methyltransferase inhibitors, primary screen, biochemical, molecular beacon, fluorescence, HinP1I cleavage, uHTS. inhibition (reported as % activation of signal), % at 10 µM. 0.83% of 360,000 active; in the data active = inhibition above about 50%
Target sequence (P26358 504-1616 limits assumed): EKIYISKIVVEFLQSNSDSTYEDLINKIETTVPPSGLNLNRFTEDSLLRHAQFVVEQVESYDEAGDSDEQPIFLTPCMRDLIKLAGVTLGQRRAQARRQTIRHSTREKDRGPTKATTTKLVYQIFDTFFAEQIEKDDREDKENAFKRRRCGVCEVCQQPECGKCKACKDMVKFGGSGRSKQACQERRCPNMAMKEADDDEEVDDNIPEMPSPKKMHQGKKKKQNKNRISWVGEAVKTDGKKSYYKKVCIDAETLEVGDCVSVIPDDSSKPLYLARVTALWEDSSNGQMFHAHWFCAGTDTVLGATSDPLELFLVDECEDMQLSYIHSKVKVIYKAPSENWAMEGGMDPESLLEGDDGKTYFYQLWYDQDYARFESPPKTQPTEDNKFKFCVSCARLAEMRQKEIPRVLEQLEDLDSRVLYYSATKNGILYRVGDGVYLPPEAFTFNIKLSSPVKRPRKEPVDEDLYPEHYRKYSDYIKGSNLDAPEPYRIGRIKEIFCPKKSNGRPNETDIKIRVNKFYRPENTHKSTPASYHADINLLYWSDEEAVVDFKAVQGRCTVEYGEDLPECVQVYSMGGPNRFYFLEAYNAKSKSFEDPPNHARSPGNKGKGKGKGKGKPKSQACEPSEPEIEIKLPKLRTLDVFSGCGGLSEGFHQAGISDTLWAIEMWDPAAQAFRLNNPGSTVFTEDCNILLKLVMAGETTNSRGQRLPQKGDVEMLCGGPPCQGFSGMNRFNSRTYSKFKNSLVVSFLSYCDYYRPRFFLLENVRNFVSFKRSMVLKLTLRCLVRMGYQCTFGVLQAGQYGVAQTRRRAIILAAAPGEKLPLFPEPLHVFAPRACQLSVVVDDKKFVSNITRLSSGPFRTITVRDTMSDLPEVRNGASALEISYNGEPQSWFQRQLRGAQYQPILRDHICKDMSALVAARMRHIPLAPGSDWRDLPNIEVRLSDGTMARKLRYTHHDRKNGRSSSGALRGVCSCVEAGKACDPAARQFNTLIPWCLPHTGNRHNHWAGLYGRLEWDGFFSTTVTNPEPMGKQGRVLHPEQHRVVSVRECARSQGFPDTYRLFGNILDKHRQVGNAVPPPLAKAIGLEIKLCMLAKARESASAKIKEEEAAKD
An asterisk follows results filed as active; i = inactive; · = not tested or not shown.

SMILES | Neddylation inh | NadD inh | CendR NRP1 mod | SUMO1-SIM PPI | LMPTP block | Scp-1 inhibitor | SKN-1 block | Tb MetRS inh | STEP inh | DNMT1 block
CC(=O)c1cccc(OCC(=O)N2CCN(c3ccc(C(F)(F)F)cn3)CC2)c1 | i | -2.5 | -10.4 | 0.7 | -0.7 | 1.7 | 6.2 | -0.8 | 0.7 | -4.7
COc1ccc(S(=O)(=O)Nc2ccc3oc(C)c(C(C)=O)c3c2)cc1 | i | -1.3 | 10.1 | 2.9 | 0.8 | -4.8 | 12.5 | 0.6 | 3.8 | -10.1
COc1ccc(NC(=O)[C@H](NC(=O)[C@@H]2Cc3ccccc3CN2)c2ccccc2)cc1 | i | -10.5 | -3.9 | -0.8 | -1.3 | -1.4 | 13.0 | -0.4 | -0.7 | 3.8
CCN(CC)c1ccc(C(=O)OCC(=O)N2CCN(c3ccccc3)CC2)cc1 | i | 8.3 | 1.2 | 3.3 | 0.5 | 2.6 | 4.6 | 0.2 | 4.2 | -0.6
C/C(=N/NC(=O)Cc1cccs1)c1ccco1 | i | 7.2 | -11.4 | -1.9 | -2.4 | -12.2 | -7.9 | 0.6 | 1.0 | 1.0
CCn1cc(C(=O)N2CCc3ccccc32)c(=O)c2cc(S(=O)(=O)N3CCCCCC3)ccc21 | i | 5.6 | 9.4 | 1.6 | 0.7 | 0.2 | 2.8 | -0.5 | -1.9 | 0.1
CCOC(=O)c1cc(NC(=O)c2ccc(Cl)cc2)c(=O)oc1-c1ccccc1 | i | 9.8 | 24.4* | -0.6 | -0.6 | -4.3 | 4.7 | -0.4 | 0.0 | 15.3
CC(C)(C)N(Cc1ccccc1)C(=O)COC(=O)c1ccc(Br)o1 | i | -4.2 | 4.8 | 3.3 | -0.5 | -0.1 | -6.4 | 0.4 | 0.7 | 4.7
Cc1c(NS(=O)(=O)c2ccccc2)cc(Cl)c(O)c1C | i | -5.3 | 2.0 | 1.6 | -0.4 | -14.3 | -7.4 | -0.6 | 1.3 | -5.1
COc1ccc(NC(=O)c2cccc(-n3cnnn3)c2)cc1 | i | -3.8 | -7.3 | 1.7 | -0.4 | -14.9 | -9.0 | -0.2 | 3.4 | 0.1
COc1ccc(C(=O)NCCN2CCCC2)cc1[N+](=O)[O-] | i | -3.1 | 4.1 | -11.5 | -2.8 | -9.5 | 5.8 | -1.1 | -1.2 | -1.0
COCCOC(=O)C1=C(C)OC(N)=C(C#N)C1c1cc2cccc(C)c2nc1Cl (stereo not drawn) | i | -2.9 | -20.1 | -6.3 | -3.4 | -1.1 | 6.9 | 1.0 | 2.2 | -2.5
CCOc1ccc(Br)cc1S(=O)(=O)NCc1ccncc1 | i | -3.7 | 12.3 | -2.4 | 1.1 | -2.9 | 2.7 | -0.4 | 0.2 | 2.3
Cc1ccc(NC(=O)CN2C(=O)S/C(=C\c3ccc(C(=O)O)cc3)C2=O)cc1 | i | 2.2 | -5.9 | -22.5 | -0.1 | 26.3 | -3.6 | -1.2 | 1.2 | 46.2
O=C(Nc1ccc2c(c1)OCO2)N1CCN(c2ncc(C(F)(F)F)cc2Cl)CC1 | i | -4.1 | -10.1 | -0.5 | 0.1 | -3.3 | -11.3 | -0.3 | 0.0 | -2.5
CCN(CC(=O)Nc1c(F)cccc1F)C(=O)CCSc1ccc(C)cc1 | i | -1.7 | -2.0 | -3.3 | 0.3 | -3.4 | 19.7 | 0.3 | -0.3 | 2.2
CC1(C)CC(NC(=O)C(c2ccccc2)c2ccccc2)CC(C)(C)N1 | i | -9.1 | -0.4 | 0.5 | -0.8 | -6.2 | 5.2 | -0.8 | -2.3 | -3.0
O=C(CC(C(=O)O)c1ccc(Cl)cc1)c1ccccc1 (stereo not drawn) | i | 1.6 | 3.3 | -1.0 | -1.9 | -3.7 | 5.1 | -0.4 | -3.2 | 1.8
Cc1ccc(N2CC(c3nc4ccccc4n3C)CC2=O)cc1C (stereo not drawn) | i | 3.3 | 10.3 | 2.9 | -1.1 | 42.0 | -9.1 | 0.6 | 1.8 | 0.8
CN1CCN(Cc2c(O)ccc3c(=O)c(Oc4ccccc4Cl)c(C(F)(F)F)oc23)CC1 | i | 1.4 | -10.1 | -3.6 | -0.6 | -8.0 | -3.9 | -1.5 | 1.0 | -0.6
CN(C)CCN(C(=O)CN1C(=O)c2ccccc2C1=O)c1nc2cc3c(cc2s1)OCCO3 | i | -4.6 | -7.0 | -2.5 | -0.6 | -4.2 | 0.3 | -0.1 | -0.1 | 1.3
O=C(CN1C(=O)S/C(=C\c2ccc(Cl)cc2)C1=O)NNC(=O)c1ccccc1O | i | 23.3 | -12.1 | -6.4 | 9.2 | 9.0 | -4.0 | -1.4 | 1.1 | 37.3
CCCCCCCC(=O)N/N=C/c1ccco1 | i | -0.7 | 5.3 | -8.0 | -2.3 | -7.8 | -8.7 | 0.3 | 1.2 | 1.0
CC(C)N(Cc1ccccc1)C(=O)COC(=O)CCC(=O)c1ccc(F)cc1 | i | 0.2 | 12.3 | 6.6 | 0.6 | -2.5 | 4.4 | 0.1 | -1.2 | -4.9
NC(=S)NN=Cc1nccc2ccccc12 | i | 1.7 | 11.2 | -24.8 | 0.4 | 22.5 | 9.1 | -0.4 | -0.1 | -2.5
Cc1ccc(CNC(=O)c2cn(C)c(=O)c3c2c2ccccc2n3C)o1 | i | 3.1 | 22.7 | -2.8 | -0.4 | -1.3 | 43.8 | -0.6 | -0.7 | -0.1
COC(=O)c1c(C)oc2ccc(N(C(=O)c3ccncc3)S(=O)(=O)c3ccc4ccccc4c3)cc12 | i | 20.6 | 4.1 | -3.8 | 0.6 | 9.0 | 2.6 | -0.7 | 1.8 | -5.5
O=C1CN(CC(=O)NC2CCCc3ccccc32)CCN1 (stereo not drawn) | i | -5.2 | 12.0 | -0.2 | -0.3 | -13.1 | 7.2 | -0.3 | 0.1 | 2.2
O=C(/C(=C(\[O-])c1ccccc1)[n+]1ccc2ccccc2c1)c1ccccc1 | i | 0.8 | -45.4 | -6.0 | 1.5 | -3.9 | 4.1 | -0.5 | -3.6 | -13.4
COc1ccccc1N1CCN(C(=O)c2ccc(COc3cccc4c3OC(C)(C)C4)cc2)CC1 | i | 4.7 | 9.1 | 8.2 | 3.7 | -0.4 | -6.0 | -0.3 | 1.5 | -4.4
CN(C)c1cccc(C(=O)OCC(=O)NCC2CCCO2)c1 (stereo not drawn) | i | 4.9 | -1.7 | -1.3 | 0.0 | 0.5 | 8.2 | -0.8 | -2.6 | 3.2
COc1cc(CNC2CCCC2)cc(Cl)c1OCc1ccc(F)cc1 | i | -5.7 | -0.3 | -2.6 | -0.5 | -9.6 | 56.3* | -0.7 | 1.2 | -0.5
O=S(=O)(c1ccccc1)N1CCN=C1SCc1c(F)cccc1Cl | i | 10.7 | 5.7 | 0.1 | 4.1 | -4.2 | -10.5 | -0.3 | -0.2 | 1.2
O=C(NCc1ccc(-n2cccc2)cc1)c1cccc(F)c1 | i | -9.9 | 10.6 | -1.7 | 0.1 | -12.1 | -12.8 | -0.4 | 1.5 | -1.8
O=C(CSc1cccc(C(F)(F)F)c1)NCc1ccccc1 | i | -3.3 | -4.0 | 0.0 | 0.7 | -2.1 | 6.0 | -1.2 | 0.6 | -1.5
COc1cc(-c2nc3c[n+](CC(=O)c4ccccc4)ccc3n2C)cc(OC)c1OC | i | -10.7 | 2.0 | -5.3 | -1.1 | -8.7 | 11.5 | 0.0 | 3.5 | 2.6
O=C(CCN1C(=O)/C(=C/c2ccccc2)SC1=S)NCCc1ccc(O)cc1 | i | -1.3 | 3.0 | -3.3 | -2.0 | -5.3 | 8.9 | -0.1 | -0.8 | -2.7
O=C(CN(C(=O)CCC(=O)Nc1nccs1)c1ccc2c(c1)OCCO2)NCc1ccco1 | i | -1.6 | 6.8 | 0.3 | 1.7 | -1.2 | -13.4 | -0.6 | -0.5 | -2.0
CC(C)Nc1oc(-c2cccc3ccccc23)nc1C#N | · | -10.8 | -4.1 | -6.0 | 2.8 | -3.7 | 11.6 | -1.0 | -2.5 | 3.7
O=C(Nc1ccc(Br)cc1)c1cccc(S(=O)(=O)Nc2ccccn2)c1 | i | 0.0 | 4.7 | 13.0 | 1.3 | -4.8 | 13.2 | -0.1 | -2.1 | -2.6

Shown with two lines to a compound: part of the list above.
Value order – Neddylation inh	NadD inh	CendR NRP1 mod	SUMO1-SIM PPI	LMPTP block	Scp-1 inhibitor	SKN-1 block	Tb MetRS inh	STEP inh	DNMT1 block
CCCCCCCC(=O)N/N=C/c1ccco1
→ i	-0.7	5.3	-8.0	-2.3	-7.8	-8.7	0.3	1.2	1.0
CC(C)N(Cc1ccccc1)C(=O)COC(=O)CCC(=O)c1ccc(F)cc1
→ i	0.2	12.3	6.6	0.6	-2.5	4.4	0.1	-1.2	-4.9
NC(=S)NN=Cc1nccc2ccccc12
→ i	1.7	11.2	-24.8	0.4	22.5	9.1	-0.4	-0.1	-2.5

With a hit mark in SKN-1 block, among the entries above:
| Structure | Neddylation inh | NadD inh | CendR NRP1 mod | SUMO1-SIM PPI | LMPTP block | Scp-1 inhibitor | SKN-1 block | Tb MetRS inh | DNMT1 block |
| --- | --- | --- | --- | --- | --- | --- | --- | --- | --- |
| COc1cc(CNC2CCCC2)cc(Cl)c1OCc1ccc(F)cc1 | i | -5.7 | -0.3 | -2.6 | -0.5 | -9.6 | 56.3* | -0.7 | -0.5 |

Screens as filed in PubChem BioAssay.

Compounds were not picked by outcome. About 4.6% of those tested had a hit in this group.
